Source: PubChem (NMMLSC)
RGS7-Gao = human RGS7-Galphao interaction regulation; P09471; Multiplexed bead flow cytometry, RGS7-Galphao binding; actives lie on both sides; binding response (% of control), % at 10 µM; 0.35% of 220,000 active; AID 1439; in the data active means binding response below about 49% or above about 150%; inconclusive means no clear call, values can overlap the other calls; inactive means in between;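 further: fluorescent Galphao held in activated GDP-AlF4 state binding bead-coupled RGS7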
Target sequence (P09471 whole entry, looked up): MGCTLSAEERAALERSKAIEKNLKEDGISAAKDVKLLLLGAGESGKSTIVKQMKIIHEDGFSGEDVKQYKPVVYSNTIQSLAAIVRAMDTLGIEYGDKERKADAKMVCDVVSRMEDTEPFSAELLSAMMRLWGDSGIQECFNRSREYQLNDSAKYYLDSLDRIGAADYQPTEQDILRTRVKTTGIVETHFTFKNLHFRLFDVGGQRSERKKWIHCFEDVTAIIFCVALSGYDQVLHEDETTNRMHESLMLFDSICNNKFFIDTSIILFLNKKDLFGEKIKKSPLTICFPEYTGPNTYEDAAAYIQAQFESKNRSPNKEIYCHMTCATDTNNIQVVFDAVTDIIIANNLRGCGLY
Avidin fluor = compound fluoresces at 488/530 nm on avidin beads; compound fluorescence 488/530 nm, flow cytometry; hits give high values; fluorescence (KMESF) at 10 µM; 0.38% of 220,000 active; AID 1775; in the data active means fluorescence above about 47; further: inactives centre near 10
RGS4-Gao reg = modulates binding of RGS4 to human Galphao | AID 1415 | Multiplexed bead flow cytometry; actives lie on both sides | P09471 | 0.33% of 220,000 active | binding response (% of control), % at 10 µM; in the data active means binding response below about 49% or above about 150%; inactive means in between;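 further: fluorescent Galphao activated with aluminum fluoride binding bead-coupled RGS4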
* marks the source's active call; other numbers are inactive results; ? = inconclusive; / = no result given. These rows are one share of the data; rates above refer to the full screens.

no.	SMILES	RGS7-Gao	Avidin fluor	RGS4-Gao reg
1	CCOc1ccc(/C(O)=C2\C(=O)C(=O)N(c3ccc(OC)cc3)C2c2ccccc2[N+](=O)[O-])cc1 (configuration not stated)	?	2	84.1
2	O=C(O)c1cccc(S(=O)(=O)Nc2cc(Cl)ccc2Cl)c1	?	3	93.1
3	O=C(Cn1cc(C(F)(F)F)ccc1=O)N/N=C/c1ccccc1O	?	4	89.2
4	O=[N+]([O-])c1cccnc1Oc1ccc(F)cc1F	?	9	99.5
5	N#Cc1ccc(C23CC4(C2)[C@H](CN(CC2CCCCC2)[C@@H]4c2ccccc2)C3c2ccc(C(F)(F)F)cc2)cc1 (some centres not stated)	?	9	105.5
6	CC(C)COC(=O)NC1c2ccccc2Oc2ccccc21	?	7	85.4
7	C=CCn1c(CSc2nnc(-c3ccccc3)n2C)n[nH]c1=S	?	6	95.8
8	Cc1cnc(C(=O)OCC(=O)Nc2ccc(C)c(S(=O)(=O)N(C)C)c2)cn1	?	8	100.0
9	COCCOC(=O)/C(=C\c1cc(C(C)(C)C)c(O)c(C(C)(C)C)c1)C(C)=O	?	6	88.4
10	Cc1ccnc(NC(=O)c2ccc3c(c2)S(=O)(=O)c2ccccc2C3=O)c1	?	8	97.1
11	CNC(=O)COC(=O)c1ccc(Cl)c(S(N)(=O)=O)c1	?	3	77.5
12	O=C(CSCCOc1ccccc1)NCc1ccncc1	?	6	92.5
13	Cc1c(CC(=O)Nc2ccc(Cl)cc2)sc2ccc(Cl)cc12	?	7	97.6
14	O=c1c(-c2ccc(Br)cc2)[n+]([O-])c2ccccc2n1OCc1ccccc1	?	5	103.5
15	COc1ccccc1-c1cc(C(=O)NN)[nH]n1	?	8	101.7

Some of the entries so far, with values under each structure.
Results follow in this order: RGS7-Gao, Avidin fluor, RGS4-Gao reg
15	COc1ccccc1-c1cc(C(=O)NN)[nH]n1
→ ?, 8, 101.7
9	COCCOC(=O)/C(=C\c1cc(C(C)(C)C)c(O)c(C(C)(C)C)c1)C(C)=O
→ ?, 6, 88.4
2	O=C(O)c1cccc(S(=O)(=O)Nc2cc(Cl)ccc2Cl)c1
→ ?, 3, 93.1
12	O=C(CSCCOc1ccccc1)NCc1ccncc1
→ ?, 6, 92.5
13	Cc1c(CC(=O)Nc2ccc(Cl)cc2)sc2ccc(Cl)cc12
→ ?, 7, 97.6

Following part.
no.	SMILES	RGS7-Gao	Avidin fluor	RGS4-Gao reg
16	COc1cc(/C=N/n2nnnc2N)cc(OC)c1OC	?	4	102.2
17	O=C(Nc1nnc(SCc2c(Cl)cccc2Cl)s1)c1cccc([N+](=O)[O-])c1	?	8	107.0
18	Cc1cc(C(=O)N/N=C/c2c(C)nn(-c3ccccc3)c2Cl)n[nH]1	?	7	90.5
19	COc1c(N2CCN(C(=S)Nc3ccccc3F)C(C)C2)c(F)cc2c(=O)c(C(=O)O)cn(C3CC3)c12 (configuration not stated)	?	3	97.9
20	COC(=O)Cc1ccc(NC(=S)NCCSc2ccc(Cl)cc2)cc1	?	7	100.1
21	Cc1noc(/C=C/c2nn(C)cc2Cl)c1[N+](=O)[O-]	?	7	105.5
22	Cc1ccc(S(=O)(=O)n2nccc2-c2c(-c3ccccc3)noc2C)cc1	?	6	102.3
23	COC(C[C@H](O)[C@@H](C)[C@H](O)COCc1ccccc1)OC	?	8	101.9
24	NS(=O)(=O)c1ccc(NC(=O)COC(=O)c2cc3ccccc3cc2O)cc1	?	7	103.8
25	O=C(Nc1ccc(COc2ccccc2)cc1)Oc1ccccc1N1CCOCC1	?	4	104.9
26	O=C(Cc1cccs1)NCCc1csc(-c2ccccc2)n1	?	3	92.3
27	CCC(=O)N(Cc1cc(=O)[nH]c2ccccc12)c1ccccc1C	?	10	100.5
28	CS/C(N)=N/N=C/c1ccc2c(c1)OCO2	?	6	94.4
29	COc1ccc(C(CC(=O)N2CCOCC2)c2c(O)cc(OC)cc2OC)cc1 (configuration not stated)	?	9	114.5
30	CCn1c(SCC(=O)N/N=C\c2ccccc2OCC(=O)O)nnc1-c1ccc(Cl)cc1	?	19	106.5
31	Cc1ccccc1CC1S/C(=N/N=C/c2ccco2)NC1=O (configuration not stated)	?	7	103.6
32	COC(=O)c1c(C)oc(C)c1S(=O)(=O)NC(c1ccccc1)c1ccccc1	?	9	101.7
33	COC(=O)C1=C(C(=O)OC)[C@@H]2N(C)c3ccccc3[C@@]23C[C@@H](C(=O)OC)N(C(C)=O)C3=N1	?	11	97.8
34	CCCN(C(=O)c1cc2c(s1)CCC2)c1c(N)n(Cc2ccccc2)c(=O)[nH]c1=O	/	4	84.4
35	CCC(=O)N1CCC2(CC1)Oc1ccc(Cl)cc1C(=O)C21CC(c2ccccc2)=NO1 (configuration not stated)	?	9	103.1
36	Cc1csc(SCC(=O)NCc2ccc3c(c2)OCO3)n1	?	11	103.3
37	CC1(C)CC(=O)C(Sc2ccccc2)=C(O)C1	?	6	92.6
38	Cc1ccc(S(=O)(=O)N(C)C)cc1NC(=O)Nc1ccccc1F	?	4	99.3
39	Nc1nc(N)c(N=Nc2ccc(SCC(=O)O)cc2)c(=O)[nH]1	?	4	101.8
40	COc1cccc(NC(=O)NCc2c(-c3ccccc3)noc2C)c1	?	3	105.3
41	COc1ccc(C[C@H]2CN3C(=NC[C@H]3Cc3ccccc3)N2CCNC(=O)c2ccc(C)c(Br)c2)cc1	?	15	105.4
42	Cc1nn(C(C)(C)C)c(C)c1/C=N/OC(=O)Nc1ccc(Cl)c(Cl)c1	?	6	102.4
43	COc1ccc(NC(=O)C2C3C=CC(C3)C2C(=O)O)cc1 (configuration not stated)	?	13	91.1
44	O=C(N/N=C/c1cc(Br)c(Br)o1)c1ccc2c(c1)OCCO2	?	2	105.2
45	C/C=C\C=C/C(=O)Nc1cccc(C2=NOC3(C2)C[C@@H](C(N)=O)N(C(=O)C2(C)CC2)C3)c1 (some centres not stated)	?	12	97.0
46	CCc1ccc2[nH]c(=O)c(CN(CC3CCCO3)C(=S)NCc3ccco3)cc2c1 (configuration not stated)	?	8	103.7
47	COc1ccc(NC(=O)CCl)cn1	?	7	105.0
48	CSc1ccc(NC(=O)Nc2ccccc2C(N)=O)cc1	?	7	106.2
49	COc1ccc2cc(S(=O)(=O)c3ccccc3)c(=O)oc2c1	?	6	122.4
50	CC(C)C(=O)NNC(=O)c1cc2sccc2s1	?	3	102.2
51	COc1cc(C2=NOC(C(=O)Nc3cc(C)on3)C2)cc(OC)c1OC (configuration not stated)	?	5	96.2
52	CN1CCN(C(=O)Nc2cccc(-c3ccccc3)c2)CC1	?	9	101.9
53	CC1(C)Cc2nc3oc4c(=O)n(CC(=O)Nc5ccc(Cl)cc5)cnc4c3cc2CO1	?	6	92.2
54	COc1ccc(C)c2sc(=NC(=O)c3ccc(C(C)=O)cc3)n(C)c12	?	7	103.8
55	CC1(c2nnc(-c3ccncc3)o2)CC(c2ccc([N+](=O)[O-])cc2)=NO1 (configuration not stated)	?	8	106.5
56	Cc1cc(C(F)(F)F)n2nc(-c3cccs3)cc2n1	?	7	100.6
57	O=C(CSc1nnnn1Cc1ccccc1)Nc1ccccc1	?	9	111.5
58	Cc1ccccc1NC(=O)C[n+]1cc(-c2ccccc2)n2c1CCC2	?	5	97.8
59	O=C(COC(=O)c1ccc([N+](=O)[O-])s1)Nc1cccc(S(=O)(=O)NC2=NCCCCC2)c1	?	4	97.1
60	CC(=O)N1N=C(c2ccccc2OC(=O)/C=C/c2ccccc2)CC1c1ccccc1 (configuration not stated)	?	9	95.7
61	O=C1C(Cc2ccc(O)cc2)NC(=S)N1Cc1ccccc1 (configuration not stated)	?	3	88.6
62	COc1ccc(C(=O)Nc2ccc(CN3CCS(=O)(=O)CC3)cc2)cc1	?	2	97.9
63	Cc1ccsc1/C=N/NC(=O)c1ccc2c(c1)OCCO2	?	7	97.8
64	O=C1OC2(O)C3C4C=CC(C4)C3C(=O)N2c2ccccc21 (configuration not stated)	?	9	97.0
65	Cc1ccccc1NC(=O)c1cn2c(nc3ccccc32)c(C#N)c1C	?	8	103.0
66	O=C(Nc1ccc(F)cc1F)NC1CCN(Cc2c(F)cccc2Cl)CC1	?	8	106.3
67	S=C1SCN(Cc2cccnc2)CN1Cc1cccnc1	?	4	99.6
68	Cc1sc2c(c1C)C(O)=C(C(=O)Nc1ccccc1)S(=O)(=O)N2C	?	5	99.7
69	Cc1ccc(S(=O)(=O)N(Cc2cc3ccc(C)cc3[nH]c2=O)c2ccccc2)cc1	?	23	100.8
70	CC(=O)c1sccc1NC(=O)CC(C)(C)CC(=O)O	?	9	98.2
71	CCOC(=O)CN(C(=O)CSc1nnc(COc2ccc(OC)cc2)n1CC)c1ccccc1	?	10	105.7
72	CN(C)NC(=S)Nc1ccc(S(=O)(=O)N2CCCCC2)cc1	?	6	95.7
73	O=S(=O)(Nc1ccc(-c2cnco2)cc1)c1ccccc1	?	9	94.8
74	N/C(=N\c1nc2ccccc2o1)NC(=O)c1ccc([N+](=O)[O-])cc1	?	7	99.6
75	O=C(O)CCCN1C(=O)/C(=C/C=C/c2ccco2)SC1=S	?	2	62.0

The results go on.
no.	SMILES	RGS7-Gao	Avidin fluor	RGS4-Gao reg
76	Cc1cc(C)c(C(=O)O)c(CC(C)(C)C(=O)O)c1	?	3	95.7
77	Cc1csc(NC(=O)c2ccc(C(=O)Nc3nc(C)cs3)cc2)n1	?	6	99.5
78	CC(=O)N(/C=C1\SC(=S)N(c2ccccc2)C1=O)c1ccccc1	?	7	96.4
79	CC1CC(C)CN(C(=O)c2cccc3c2-c2ccccc2C3=O)C1 (configuration not stated)	?	11	98.2
80	COc1ccccc1N1C(=O)[C@@H]2[C@H](C1=O)[C@H](C(=O)c1ccc(OC(C)=O)cc1)N1N=CC=C[C@@H]21	/	6	94.3
81	NNC(=O)c1ccc(Cn2cc(Br)c(N)n2)cc1	?	5	97.7
82	CCN(Cc1cc(OC)c(OC)c(OC)c1)C(=S)Nc1cccc(SC)c1	?	3	85.0
83	Cc1cc(C)c2c(N)c(C(=O)N/N=C/c3cccnc3)sc2n1	?	7	101.5
84	Cc1ccc(C(=O)Nn2cnnc2)cc1S(=O)(=O)N1CCOCC1	?	13	97.5
85	Cc1cccc(CN2CCC(CNC(=O)CSc3cc(=O)n(C)c4cc(Cl)ccc34)CC2)c1	?	7	103.1
86	CC(C)(C)NC(=O)NC(=O)COC(=O)CCC1CCCC1	?	7	100.0
87	COc1cc2c(cc1OC)C(C)N(S(=O)(=O)c1cn(C)cn1)CC2 (configuration not stated)	?	5	95.2
88	COc1cc(C2c3sc(=O)[nH]c3SC3C(=O)N(c4ccc(C)cc4)C(=O)C32)ccc1O (configuration not stated)	?	6	105.0
89	CC(C)NC(=O)c1onc(CSc2ccccn2)c1C(=O)NC(C)C	?	13	104.7
90	CSC1=NS(=O)(=O)c2c(C)nn(C)c2S1	/	5	85.4
91	CN(c1ccccc1)S(=O)(=O)c1cccc(C(=O)Nc2ncn[nH]2)c1	?	10	105.2
92	O=C(COc1ccc2ccccc2c1)Nc1nnc(-c2ccco2)s1	?	7	102.2
93	Cc1ccc(C(=O)N2CCC3(CC2)Oc2ccc(Cl)cc2C(=O)C32CC(c3ccccc3)=NO2)s1 (configuration not stated)	?	7	98.3
94	Cc1nc(C(=O)NC2CCOCC2)sc1C1(C)CC(c2ccccc2)=NO1 (configuration not stated)	?	8	99.2
95	COC(=O)c1cc(S(=O)(=O)C(C)C)c(S(C)=O)s1 (configuration not stated)	?	4	101.0
96	S=c1[nH]nc(-c2ccco2)n1/N=C/C(Cl)=C/c1ccccc1	/	6	97.3
97	N#CCC(=O)Nc1ccc(C(=O)Nc2cccc(S(N)(=O)=O)c2)cc1	?	4	101.3
98	COc1ccc(-c2[nH]ncc2CN2CCN(c3ccc(F)cc3)CC2)cc1	?	3	99.4
99	COc1cc(SSc2cc(OC)cc([N+](=O)[O-])c2N)c(N)c([N+](=O)[O-])c1	?	5	101.7
100	CC(=O)C1=C(O)C(=O)N(C)C1c1ccccc1[N+](=O)[O-] (configuration not stated)	?	4	99.6
101	NC1=NC[C@H](Cc2ccc(O)cc2)N1CCCCC1CCCCC1	?	8	96.1
102	CCOc1ccc2nc(NC(=O)COc3ccc(N(C)S(=O)(=O)c4ccc(C)cc4)cc3)sc2c1	?	6	88.8
103	O=S(=O)(NCc1cn2ccccc2n1)c1cccs1	?	4	97.8
104	CS(=O)(=O)Nc1ccc(N2CCN(c3ccc(C(F)(F)F)cn3)CC2)nc1	?	7	102.8
105	CC1(NC(=S)NCCCCCCNC(=S)NC2(C)CCS(=O)(=O)C2)CCS(=O)(=O)C1 (configuration not stated)	?	7	93.1
106	O=c1[nH]c(=S)c2ncn(-c3ccccc3)c2[nH]1	?	7	122.6
